SMN2 splice enh: SMN2 splice variant enhancement; HEK293 SMN2-luciferase splicing reporter, luminescence, 30-36 h; Potency, µM (series often up to 46.1 µM), for inactives: top-dose activity change, positive = activation, actives largely listed as activators; 210,000 tested, 2.8% active; AID 1458; also: % of control where 0% means no effect; nearly all actives have a fitted effect of over 55% in size
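qHTS luciferase splicing reporter: luminescence rises when SMN2 exon 7 is included in transfected HEK293 cells. Compound exposure lasted 30-36 h at 37C, with 4.5 mM final sodium butyrate as control, followed by a ONE-Glo read.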
IMPase Li cell: IMPase inhibition in cells with lithium potentiation; CHO-M1 cells, IP1 TR-FRET (IP-One), carbachol + lithium; Potency, µM (titrated, usually from 59.4 µM), for inactives: at the top dose activity, negative = IMPase inhibition, actives largely listed as inhibitors; 210,000 tested, 0.35% active;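 also: IP1 builds up when IMPase is blocked and the TR-FRET signal falls; plate controls were basal vehicle for no effect and high inhibitor control for full effect; nearly all actives have a fitted effect of over 50% in size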
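CHO cells stably expressing M1 receptor (2000/well) were cultured 16–30 h, then exposed to compounds with a small lithium addition for 30 min at 37C. IP1 was measured by TR-FRET competition; AC50 from Hill fits.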
KinaseGlo FLuc: blocks Kinase-Glo luciferase, a counter-screen artifact | Q27757 | 200,000 tested, 0.28% active | Potency, µM (top dose mostly 38.3 µM), inactives show at the top dose activity change, negative = inhibition, usual class: inhibitors | Kinase-Glo luciferase, ATP luminescence, 8 min | AID 1379; also: % is scaled to controls: 0 for no effect and ±100 for the full control effect; nearly all actives have a fitted effect of over 60% in size
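Recombinant Kinase-Glo luciferase, 10 uM ATP (linear range), luciferin; imidazole pH 7.2 / KCl / MgCl2 / Tween / BSA buffer; 8 min RT; luminescence.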
Epigenetic reg: derepresses silenced GFP reporter in murine cells. murine LDR cells, GFP reporter derepression, 30 h. Potency, µM (series often up to 53.9 µM), for the others: top-dose GFP activation, actives largely listed as activators. 280,000 tested, 0.2% active; also: % of control where 0% means no effect; nearly all actives have a fitted effect of over 60% in size
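Murine LDR cells carrying a silenced, genomically integrated CMV-driven GFP reporter were exposed to compound for 30 hours at 37 C. After PBS washes, GFP-positive cells (20–120 um objects) were counted by laser-scanning microplate cytometry.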
RECQ1 helicase: RECQ1 (human) helicase inhibition | AID 2549 | P46063 | RECQ1 DNA unwinding, red fluorescence kinetic read | 240,000 tested, 0.54% active | Potency, µM (top dose mostly 57.3 µM), inactives show top-dose activity, negative = inhibition, most hits filed as inhibitors;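 also: plate controls were vehicle for no effect and no enzyme for full effect; nearly all actives have a fitted effect of over 30% in size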
Target sequence (P46063 whole entry, looked up): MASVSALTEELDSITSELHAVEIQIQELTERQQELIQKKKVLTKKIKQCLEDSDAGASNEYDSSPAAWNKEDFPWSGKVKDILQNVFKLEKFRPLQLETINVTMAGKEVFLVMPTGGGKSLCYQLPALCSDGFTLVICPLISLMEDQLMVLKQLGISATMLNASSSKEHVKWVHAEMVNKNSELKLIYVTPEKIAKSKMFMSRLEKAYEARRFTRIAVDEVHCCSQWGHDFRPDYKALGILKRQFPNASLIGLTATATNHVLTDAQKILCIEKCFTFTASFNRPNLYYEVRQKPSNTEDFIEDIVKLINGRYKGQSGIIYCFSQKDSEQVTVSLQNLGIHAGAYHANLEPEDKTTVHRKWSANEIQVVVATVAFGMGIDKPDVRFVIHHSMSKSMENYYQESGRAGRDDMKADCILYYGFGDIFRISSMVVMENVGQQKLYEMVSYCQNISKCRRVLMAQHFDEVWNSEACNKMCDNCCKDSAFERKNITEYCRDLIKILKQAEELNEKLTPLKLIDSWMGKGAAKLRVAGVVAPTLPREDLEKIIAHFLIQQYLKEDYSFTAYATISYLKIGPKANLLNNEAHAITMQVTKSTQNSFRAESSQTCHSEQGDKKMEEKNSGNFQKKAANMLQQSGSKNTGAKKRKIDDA
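50 nM RECQ1T1 preincubated 15 min with compound in Tris pH 8.0 buffer with MgCl2, DTT, Tween-20 and 2.5 ug/ml poly(dI-dC); started with 200 nM TAMRA/BHQ-2 forked duplex and 2 mM ATP. Unwinding read as fluorescence (525/598 nm), two reads 2 h apart.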
KDM4E inh: JMJD2E (human) inhibition; B2RXH2; JMJD2E catalytic domain, FDH-coupled NADH fluorescence (FDH is formaldehyde dehydrogenase); Potency, µM (top dose mostly 57.1 µM), inactives show at the top dose activity change, negative = inhibition, usual class: inhibitors; 230,000 tested, 1.6% active; active = well fitted inhibition curve with a large enough effect, not every such curve was filed as active; inconclusive = small, poorly fitted or top-dose-only effect, or another doubt; inactive = no such curve, though single readings can be large or run the other way;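 also: 0% = wells with enzyme and -100% = buffer wells without enzyme; nearly all actives have a fitted effect of over 50% in size; many of its hits are not listed in these tables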
Target sequence (B2RXH2 1-337 limits assumed): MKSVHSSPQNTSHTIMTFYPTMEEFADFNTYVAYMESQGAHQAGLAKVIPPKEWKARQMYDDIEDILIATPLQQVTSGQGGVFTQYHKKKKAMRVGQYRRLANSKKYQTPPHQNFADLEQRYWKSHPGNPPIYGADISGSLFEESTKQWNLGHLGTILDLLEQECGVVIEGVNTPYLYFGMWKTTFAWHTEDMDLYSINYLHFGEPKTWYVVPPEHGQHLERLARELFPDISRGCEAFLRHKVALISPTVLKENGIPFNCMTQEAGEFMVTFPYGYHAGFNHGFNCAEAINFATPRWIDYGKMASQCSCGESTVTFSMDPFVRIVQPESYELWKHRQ
RGS12 GoLoco inh: RGS12 GoLoco-Gai1 interaction inhibition | Potency, µM (series often up to 61.6 µM), inactives show top-dose activity, negative = inhibition, hits mostly inhibitors | Gai1:RGS12 GoLoco peptide FP, rhodamine, 10 min | 230,000 tested, 0.44% active | AID 880; active = well fitted inhibition curve with a large enough effect, not every such curve was filed as active; inactive = no such curve, though single readings can be large or run the other way; also: % is scaled to controls: 0 for no effect and ±100 for the full control effect; nearly all actives have a fitted effect of over 30% in size; many of its hits are not listed in these tables
NPSR antag: antagonists of human neuropeptide S receptor cAMP signaling; Q6W5P4; CHO-NPSR cells, cAMP TR-FRET, antagonist mode; Potency, µM (highest dose often 38.3 µM), for inactives: at the highest dose activity change, negative = inhibition, usual class: inhibitors; 220,000 tested, 1% active; also: % is scaled to controls: 0 for no effect and ±100 for the full control effect; nearly all actives have a fitted effect of over 50% in size; many of its hits are not listed in these tables
The depositor's hits bear a star; i = inactive; ? = inconclusive; / = not tested or not shown; & = joins results of further samples; [ ] = remark or other dose. Unless noted, calls follow the shape of the dose curve; as a rule, active = well fitted curve in the direction sought with a large enough effect; inconclusive = small, poorly fitted or top-dose-only effect, or another doubt; inactive = no such curve, though single readings can be large; an effect the other way counts as inactive or inconclusive. Potency is read from the fitted curve at half-maximal effect. Some of the compounds tested, so the mix of outcomes need not match the whole.

SMILES	SMN2 splice enh	IMPase Li cell	KinaseGlo FLuc	Epigenetic reg	RECQ1 helicase	KDM4E inh	RGS12 GoLoco inh	NPSR antag
O=C1c2cccc3c(N4CCCCC4)ccc(c23)C(=O)N1CCO	9.6%	16.8%[38.3 µM]	1.6%	15.7%	i	4.6%	16.6%	-24.5%[46.1 µM]
COc1ccc(C2C(C(=O)N3CCN(C)CC3)c3cc(OC)c(OC)cc3C(=O)N2C)cc1 (stereo unspecified)	18.5%	-2.0%	-5.2%	1.1%	2.6%	2.2%	0.4%	4.5%
C=CCNc1nc(Nc2ccc(-c3nc4ccccc4o3)cc2)nc(N2CCOCC2)n1	-10.2%	20.0%[38.3 µM]	-0.1%	2.5%	i	?	20.0%	?
Cc1nn(Cc2ccc(F)cc2)c(C)c1NC(=O)c1cc(-c2ccco2)on1	-7.9%	-9.7%[38.3 µM]	-1.2%	?	?	-0.4%	198.5%[activator]	-9.7%[46.1 µM]
Cc1nnc(SCC(=O)NNC(=O)CC#N)[nH]c1=O	-4.1%	-8.6%	4.5%	-1.1%	-4.1%	-2.8%	12.8%	28.1%
CCOc1ccc(OCC)c(NC(=O)c2ccc(CNc3c(N4CCOCC4)c(=O)c3=O)cc2)c1	-26.0%	14.3%[38.3 µM]	1.0%	0.0%	-2.2%	-9.5%	13.5%	-11.9%[46.1 µM]
COC(=O)c1ccc(/C=C(\C#N)c2ccccn2)cc1	?	7.5%	?	10.4%	-3.1%	?	0.7%	-21.2%
CCOc1ccccc1NC(=O)C(C)CC (stereo unspecified)	-5.2%	6.1%	-0.3%	-3.4%	i	?	3.9%	3.9%
CC1(C(=O)O)CCC(C(=O)NCCc2ccccc2)C1(C)C (stereo unspecified)	3.0%	8.8%	-0.1%	1.2%	i	7.3%	2.6%	-3.5%[46.1 µM]
Cc1nn(CC2CC2)c(=O)n1-c1ccc(Oc2ccccc2)cc1	-19.5%	11.6%	-1.1%	-1.4%	22.6%	-2.0%	-7.5%	-15.1%
COc1cccc(C(=O)COc2ccc3ccc(=O)oc3c2)c1	-9.3%	-6.8%	-1.5%	-0.3%	i	?	8.9%	-6.7%
CC(C)(C)C1CCC(C(=O)OCC(=O)N2CCOCC2)CC1 (stereo unspecified)	-7.5%	-6.0%	-1.3%	-1.3%	i	9.1%	-1.8%	7.0%
Cc1ccc(OCC(=O)NC(C)c2ccccc2)c([N+](=O)[O-])n1 (stereo unspecified)	-7.6%	0.7%	-0.1%	-1.9%	i	1.0%	5.0%	-5.3%
CC(=O)Nc1ccc(NC(=O)c2ccccc2C)cc1	?	25.6%[38.3 µM]	-6.2%	-0.2%	-2.2%	-0.1%	-12.5%	-4.3%[46.1 µM]
CCCOc1ccc(C(=O)NNC(=S)NC(=O)c2ccco2)cc1	/	/	/	2.0%	5.4%	?	0.1%	-38.2%
COc1ccc(CCNC(=O)CSc2nc3[nH]ncc3c(=O)n2-c2ccc(Cl)cc2Cl)cc1OC	-18.8%	5.2%	0.7%	-3.0%	i	2.8%	-1.3%	-34.2%
Cc1cc(C(=O)COC(=O)c2ccc3c(c2)NC(=O)CS3)c(C)n1CC1CCCO1 (stereo unspecified)	-13.2%	-1.3%	2.3%	0.0%	-5.5%	-6.5%	4.8%	6.7%
COC(=O)c1ccc(NN=Nc2ccc(C)cc2)cc1	11.2µM*	1.5%	-2.7%	0.0%	-8.6%	-22.8%	1.4%	4.0%
Cc1nc2c(-c3ccccc3)c(C)nn2c(C)c1CCC(=O)NCc1ccco1	-9.1%	8.6%[38.3 µM]	0.0%	0.0%	0.2%	-2.7%	-1.5%	-14.4%[46.1 µM]
CCOC(=O)c1cc2sccc2n1CC(=O)N1CCCc2ccccc21	-12.0%	17.9%[38.3 µM]	-2.2%	2.3%	i	-7.0%	8.6%	?
CCn1c(CNC(=O)c2ccc(OC)cc2)nnc1SCC(=O)c1ccccc1	-1.5%	6.4%	-1.1%	0.1%	-2.4%	?	4.0%	-6.4%[46.1 µM]
CC1=C/C(=N\NC(=O)c2cccs2)CC(C)(C)C1	1.6%	-6.9%	2.7%	-0.8%	i	4.1%	-10.9%	-0.5%
CCn1c2ccccc2c2nnc(SCC(=O)NCc3cccs3)nc21	-5.7%	-4.2%[38.3 µM]	-2.7%	-6.6%	-4.4%	-2.9%	0.9%	-5.4%[46.1 µM]
C(=N\Nc1nncc2ccccc12)/c1ccccc1	/	/	/	-0.3%	7.9%	-5.3%	1.6%	3.3%
O=C(Nc1cccc(Cl)c1Cl)c1ccc(-c2ccccc2)cc1	?	?	-6.8%	-0.2%	-1.2%	10.2%	-5.3%	-3.7%[46.1 µM]
O=C(COC(=O)c1ccccc1NC(=O)c1ccco1)Nc1ncc(Cl)cc1Cl	8.3%	16.9%[38.3 µM]	-4.1%	-1.0%	-10.3%	?	-9.3%	-7.6%[46.1 µM]
COc1cccc(N2C(=O)CC(N3CCN(CCN=CC4=C(O)CC(C)(C)CC4=O)CC3)C2=O)c1 (stereo unspecified)	-9.9%	5.6%	-0.8%	-4.2%	i	9.8%	2.5%	19.5%
O=S(=O)(NCCc1ccccc1)c1ccc(Cl)nc1	12.2%	-1.5%	-0.3%	-1.3%	-5.1%	1.0%	4.4%	6.4%
NC(=O)NO	-7.6%&0.7%	34.4%&4.1%[activator]	-7.8%&-4.6%	-1.2%&-1.3%	-7.5%&12.2%	3.0%&-16.4%	4.1%&-0.5%	-14.7%[46.1 µM]
CN(c1ccc(C(=O)N2CCOCC2)cc1)S(C)(=O)=O	52.7%	29.2%[38.3 µM]	-5.3%	0.0%	0.3%	4.6%	12.1%	-6.3%[46.1 µM]
CC1(C)S/C(=N/N=C/c2cccs2)NC1=O	13.9%	1.3%[38.3 µM]	-0.2%	-1.9%	-15.0%	6.6%	-2.2%	-11.9%[46.1 µM]
O=C(NCC1CCCO1)C1CCN(C2CCN(Cc3cccs3)CC2)CC1 (stereo unspecified)	/	/	/	0.8%	8.1%	-18.0%	20.5%	33.7%
CCCCC[C@H](O)/C=C/C=C/C=C/[C@H](O)C/C=C\CCCC(=O)O	4.5%	8.5%	2.0%	0.0%	-7.3%	-0.8%	1.6%	/
CCOCCCNS(=O)(=O)c1ccc2c(c1)CCN2C(=O)CC	-0.2%	23.9%[38.3 µM]	-3.1%	-6.6%	-2.5%	1.0%	-14.4%	-12.5%[46.1 µM]
O=C(COC(=O)CCCN1C(=O)c2cccc3cccc(c23)C1=O)Nc1ccc(Cl)cc1	22.2%	?	0.1%	-1.0%	3.7%	-4.5%	3.1%	7.1%
C=CCNc1sc(C(=O)C(C)(C)C)c(N)c1C#N	-11.3%	19.3%[38.3 µM]	-0.3%	0.0%	-3.5%	-5.8%	5.0%	19.4%[46.1 µM]
COc1ccccc1-c1cn(S(=O)(=O)c2ccc(F)cc2)nc1N	-69.6%[inhibitor]	3.9%[38.3 µM]	11.1%	-1.7%	i	1.0%	-4.1%	-8.4%[46.1 µM]
O=C(NCCN1CCCC1)C1COc2ccccc2O1 (stereo unspecified)	12.6%	13.0%[38.3 µM]	-2.3%	4.4%	17.8%	-2.8%	-5.2%	5.0%[46.1 µM]
COc1ccc(-n2c(C)cc(C(=O)CSc3nnc(-c4cccs4)o3)c2C)cc1	-65.5%[inhibitor]	-6.3%[38.3 µM]	-8.1%	0.3%	-11.9%	-23.1%	1.4%	?
COc1ccc(N2C(=O)CN=C2Nc2nc(C)cc(C)n2)cc1OC	-6.0%	-5.5%[38.3 µM]	3.0%	-7.7%	2.8%	-5.0%	-6.6%	1.3%[46.1 µM]
O/N=C(\c1ccc(Cl)cc1)c1cc2ccccc2o1	5.9%	22.6%[38.3 µM]	2.2%	15.8%	-15.8%	-5.4%	-9.4%	-12.2%[46.1 µM]
CCc1nc2sc3c(=O)n(N)cnc3c2c2c1COC(C)(C)C2	-11.7%	-3.3%	5.8%	1.3%	-7.7%	-2.3%	1.6%	-14.2%[46.1 µM]
CCO[C@H]1OC(C(=O)N2CCN(Cc3ccc4c(c3)OCO4)CC2)=C[C@@H](c2ccc(C(F)(F)F)cc2)[C@@H]1CCCO	/	17.5%	/	0.8%	i	-3.5%	-2.5%	?
COc1cc(O)c(NC(C)=O)c2nonc12	-9.3%	31.0%[activator][38.3 µM]	15.6%	0.0%	-0.9%	?	-23.1%	-16.4%[46.1 µM]
CCOC(=O)C1(Cc2cccc(F)c2)CCN(C(=O)C2CCCO2)CC1 (stereo unspecified)	/	2.3%	/	1.0%	i	-5.2%	7.3%	-2.9%
